Screens deposited in PubChem BioAssay by several laboratories.
S1P4 ag = activates the human S1P4 receptor. O95977. S1P4-expressing cell line, agonist reporter assay. activation, % at 4.98 µM. actives 0.35% (n = 220,000); in the data active = activation above about 11%;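 also: 0% = DMSO vehicle and 100% = reference agonist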
RBBP9 inh = inhibitors of human serine hydrolase RBBP9. O75884. recombinant RBBP9, FP-Rh probe fluorescence polarization. inhibition, % at 7.94 µM. actives 0.2% (n = 220,000);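 active = inhibition above the campaign mean of all tested compounds plus 3 SD, cut at about 14% in these data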;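 also: plate controls were DMSO wells with RBBP9 for no effect and wells lacking RBBP9 protein for full effect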
Target sequence (O75884 whole entry, looked up): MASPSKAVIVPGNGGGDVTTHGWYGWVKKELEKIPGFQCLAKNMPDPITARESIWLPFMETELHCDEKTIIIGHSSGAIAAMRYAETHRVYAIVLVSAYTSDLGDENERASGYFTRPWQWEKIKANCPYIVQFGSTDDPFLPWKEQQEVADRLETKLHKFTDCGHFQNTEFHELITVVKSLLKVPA
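Assay system: recombinant human RBBP9; Reagent: Serine-hydrolase probe FP-Rh, 375 nM pre-mixing; Doses: 7.94 µM single dose, 0.794% DMSO; Incubation: 30 min then 45 min, 25 °C; Detection: fluorescence polarization (mP), excitation 525 nm, emission 598 nm; Evaluation: percent inhibition from mP, scaled between DMSO and no-protein wells.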
Runt-CBFb FRET = inhibitors of human RUNX1 Runt domain binding to CBFb | Cerulean-Runt/Venus-CBFb FRET ratio 530/480, 1 h | Q01196+Q13951 | inhibition, % at 20 µM | AID 1496 | actives 0.46% (n = 220,000);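 active = inhibition over about 50% at 20 µM in the single-dose screen, limit read from the data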;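 also: 0% = DMSO wells and 100% = excess unlabeled CBFb competitor control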
Target sequence (Q01196 whole entry, looked up, the tested form may be a part): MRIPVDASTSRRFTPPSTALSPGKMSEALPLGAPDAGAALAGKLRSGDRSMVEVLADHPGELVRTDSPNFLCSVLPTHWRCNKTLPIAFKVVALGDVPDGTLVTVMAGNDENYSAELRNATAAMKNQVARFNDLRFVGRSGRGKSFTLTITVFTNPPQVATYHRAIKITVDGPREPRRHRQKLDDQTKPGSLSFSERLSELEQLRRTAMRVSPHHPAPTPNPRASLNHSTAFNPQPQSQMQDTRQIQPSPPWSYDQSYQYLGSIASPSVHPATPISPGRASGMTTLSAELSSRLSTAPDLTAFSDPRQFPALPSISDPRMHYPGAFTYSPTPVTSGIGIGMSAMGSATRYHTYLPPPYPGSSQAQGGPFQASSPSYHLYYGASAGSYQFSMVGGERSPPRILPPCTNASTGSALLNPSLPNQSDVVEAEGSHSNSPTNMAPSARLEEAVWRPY
Target sequence (Q13951 whole entry, looked up, the tested form may be a part): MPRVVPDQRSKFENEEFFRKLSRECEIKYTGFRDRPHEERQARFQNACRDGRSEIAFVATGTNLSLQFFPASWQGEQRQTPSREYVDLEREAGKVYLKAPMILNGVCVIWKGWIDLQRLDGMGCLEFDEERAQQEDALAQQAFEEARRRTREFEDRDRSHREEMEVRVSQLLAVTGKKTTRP
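Reagent – Venus-CBFb binding partner, 100 nM · Assay system – Cerulean-tagged RUNX1 Runt domain (FRET donor) fusion protein · Input – 100 nM per protein · Incubation – two 1 h room-temperature incubations shielded from light · Measured by – FRET fluorescence · Medium – Tris buffer pH 7.5 with salts and BSA · Benchmarks – unlabeled CBFb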
NPY-Y1 antag = blocks the human neuropeptide Y Y1 receptor; P25929; HEK293-CNG Y1 cells, membrane potential fluorescence; NPY at EC95, then isoproterenol; inhibition, % at 3.6 µM; actives 1% (n = 200,000);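 active = inhibition above the campaign mean inhibition of all tested compounds plus 3 SD, cut at about 20% in these data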;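 also: 0% = DMSO wells given NPY plus isoproterenol and 100% = isoproterenol alone without NPY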
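Material: HEK293 cells co-expressing NPY Y1 receptor and cyclic-nucleotide gated channel. Timing: compound incubation 1 h at room temperature, readout 45 min post-stimulation. Signal: fluorescence, membrane potential probe.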
NPY-Y1 PAM-ag = human NPY-Y1 potentiation or agonism, primary screen | P25929 | NPY-Y1 expressing cells, potentiator/agonist activation | activation, % at 3.6 µM | actives 0.37% (n = 220,000); in the data active = activation above about 33%, passing the limit was not always enough;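 also: cells stimulated with NPY at EC10 then isoproterenol at EC100; 0% = low agonist plus stimulus and 100% = saturating agonist plus stimulus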
BaF3 tox = counter-screen for JAK2V617F inhibitors: parental Ba/F3 viability inhibitors; CellTiter-Glo ATP luminescence; inhibition, % at 5.6 µM; actives 1.1% (n = 220,000);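 active = inhibition above a per-campaign cutoff, the mean inhibition of all tested compounds plus 3 SD, cut at about 27% in these data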;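 also: 0% = DMSO wells and 100% = JAK Inhibitor I control wells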
Ba/F3 V617F tox = loss of viability in JAK2V617F-driven Ba/F3 cells | actives 1.1% (n = 220,000) | inhibition, % at 5.6 µM | Ba/F3 EpoR-JAK2V617F viability, ATP luminescence;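 active = inhibition above the campaign mean plus 3 SD over all tested compounds, cut at about 24% in these data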;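 also: cytokine-independent growth of Ba/F3 cells driven by EpoR plus mutant JAK2; 0% = DMSO-treated cells and 100% = JAK inhibitor I control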
S1P4 antagonist = antagonists of human S1P4 receptor | O95977 | S1P4-expressing cells, antagonist mode, reporter read-out | inhibition, % at 4.98 µM | actives 0.26% (n = 220,000); in the data active = inhibition above about 29%;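 also: 0% = wells stimulated with agonist and 100% = vehicle wells without agonist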
NPY-Y2 PAM-ag = potentiators or agonists of human neuropeptide Y receptor Y2; P49146; cells expressing NPY-Y2, potentiator/agonist read-out; activation, % at 3.6 µM; actives 0.45% (n = 220,000); AID 1359; in the data active = activation above about 27%;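 also: cells stimulated with NPY near EC25 plus isoproterenol at EC100; 0% = vehicle plus submaximal agonist and 100% = vehicle plus saturating agonist; some results beyond the cut were filed as inactive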
Numbers without * were called inactive; / = no result given.

SMILES	S1P4 ag	RBBP9 inh	Runt-CBFb FRET	NPY-Y1 antag	NPY-Y1 PAM-ag	BaF3 tox	Ba/F3 V617F tox	S1P4 antagonist	NPY-Y2 PAM-ag
O=C(O)c1cc(S(=O)(=O)Nc2ccc3c(c2)OCCO3)c(Cl)cc1Cl	1.5	-4	2	5	14	3	-3	-9	11
O=C(Nc1ccccc1N1CCCCC1)c1ccc(-c2cccc(Cl)c2)o1	1.3	-13	3	4	8	2	-4	-7	-3
CCSc1nc(O)cc(=O)[nH]1	0.6	-3	-1	/	-9	-1	-1	6	-3
Cc1ccc(Cl)cc1N(CC(=O)N1CCCCCC1)S(C)(=O)=O	-2.0	-4	-2	-1	15	-3	-6	18	16
COc1cc(S(=O)(=O)N2CCCCC2)c(OC)cc1Br	0.5	0	/	5	7	-2	-4	8	-27
COC(=O)CN(c1ccc(OC)cc1)S(=O)(=O)c1c(C)noc1C	3.2	-10	1	0	-10	5	3	-7	4
Cn1c(NCCO)nc2c(c1=O)C1(CCCCC1)Cc1ccccc1-2	-3.6	-3	-4	-5	10	2	-4	-15	18
CCOC(=O)CN(c1ccccn1)S(=O)(=O)c1ccccc1	-1.9	-10	0	-4	10	13	2	-10	-12
O=C(c1ccco1)N1CCN(S(=O)(=O)c2ccc3[nH]c(=O)oc3c2)CC1	-2.9	-3	/	3	-16	8	0	-7	-14
O=[N+]([O-])c1ccc(NCCNS(=O)(=O)c2ccccc2)c(C(F)(F)F)c1	1.2	-5	-1	-3	-12	3	-2	-10	6
Cc1ccc(S(=O)(=O)N(C)C2(C)CCS(=O)(=O)C2)cc1 (configuration not stated)	0.0	-4	4	6	17	6	0	14	9
COc1ccc(C2=NOC(C(=O)N3CCOCC3)C2)cc1OC (configuration not stated)	0.7	2	-2	-3	5	2	3	-10	-9
COC(=O)c1cc(C(=O)c2cccc(Cl)c2Cl)cn1C	1.9	-9	-2	6	-3	5	0	-23	5
Clc1ccc(-c2cc3ccccc3nc2N2CCOCC2)cc1	0.8	-2	-1	5	-24	2	-1	7	-9
Cc1cc([N+](=O)[O-])ccc1NC(=O)Cc1ccc(F)cc1	-0.6	-3	0	4	8	4	-5	-19	-4
COc1ccc(OC)c(C2C(C(C)=O)=C(O)C(=O)N2c2ccc(O)cc2)c1 (configuration not stated)	-1.3	-4	0	7	-6	7	3	11	0
CC(=O)N1CC[n+]2c(-c3ccc([N+](=O)[O-])cc3)csc21	1.0	2	32	/	14	-2	-5	6	-15
CC(C)(C)NC(=O)CSc1nncn1NCc1ccccc1	4.3	1	1	2	3	1	-3	-6	11
CCN1CC=C2C(C#N)=C(N)C(C#N)(C#N)C(CCc3ccccc3)C2C1 (configuration not stated)	-1.1	3	108*	-3	-16	9	1	-11	-14
Cc1csc(Nc2cccc3ccccc23)n1	0.6	-1	2	-4	1	5	4	-14	-14
CCSCc1nnc(SCC(=O)Nc2nc3ccccc3s2)n1C	-0.8	-12	-4	-3	1	1	-1	-2	-4
Cn1c(=O)[nH]c(=O)c2c1nc(CN1CCN(c3cccc(Cl)c3)CC1)n2CCN1CCOCC1	-0.7	1	-1	-8	-17	5	0	-21	-8
COCCNc1nc2c(S(=O)(=O)c3cc(C)ccc3C)nnn2c2ccccc12	1.7	-9	-4	4	9	3	2	-6	9
O=C(Nc1nnc(-c2cccs2)o1)C1CC1	0.2	-3	1	-4	-5	-6	3	31*	9
COc1ccc(-c2nc3cnccn3c2Nc2ccc(C)cc2)cc1	-0.8	-4	-1	12	-15	1	2	9	29*
CC1=C(C(=O)Nc2ccccc2)C(c2ccco2)NC(=O)N1 (configuration not stated)	-0.6	-3	/	1	-7	5	0	-12	13
O=[N+]([O-])c1cc(-c2cnc3ccccc3n2)ccc1Oc1ccc(Br)cc1	0.8	2	0	10	28	7	1	-2	15
CCN(C(=O)c1cnc(OC)cc1C(F)(F)F)c1ccc(Cl)cc1Cl	2.3	-6	-1	/	13	2	1	9	-1
COc1ccccc1C1=NOC(Cn2c(NCCCO)nc3c2c(=O)n(C)c(=O)n3C)C1 (configuration not stated)	1.2	-2	1	/	-2	0	-1	-3	-4
CC(=O)Nc1cccc(NC(=O)CSc2nnc(Cc3cccn3C)n2-c2ccc(C)cc2)c1	-0.2	0	4	-3	-6	5	-2	-4	15
O=S(=O)(/N=C/c1c(O)ccc2ccccc12)c1cccs1	1.0	5	5	0	3	1	-1	-19	-3
COc1ccc(CCN(Cc2cccs2)S(=O)(=O)c2ccc(-n3cnnn3)c(OC)c2)cc1OC	1.1	2	-5	-1	19	5	-1	-1	-12
O=C(Cc1ccccc1)NCc1ccc(-n2cccc2)cc1	-0.9	-4	1	6	-10	5	8	-2	-14
CCOc1cccc(NC(=O)c2ccc(S(=O)(=O)N(C)C)cc2)c1	1.2	0	-1	-1	5	7	1	-13	8
COC(=O)C(NC(=O)c1ccc(Cl)cc1)(Nc1nc(C)cs1)C(F)(F)F (configuration not stated)	-1.2	-2	2	1	-27	7	2	-2	-18
Cc1ccn2cc(CCNS(=O)(=O)c3ccc(F)c(C(F)(F)F)c3)nc2c1	-1.2	3	-1	1	0	0	3	-12	-1
CCOC(=O)c1c(C)sc(Sc2ccc(Cl)cc2[N+](=O)[O-])c1OC	1.8	-2	0	7	-54	1	0	-3	-13
Cc1oc(S(=O)(=O)N2CCOCC2)cc1C(=O)Nc1ccc(Cl)cc1	1.3	-8	-2	/	14	0	1	-4	-4
Cc1ccc(C(=O)Nc2cccc3ncccc23)cc1[N+](=O)[O-]	-0.9	-4	-1	3	6	7	3	5	-12
Cc1cccc(NC(=O)C2=C(O)c3ccccc3N(C)S2(=O)=O)c1	-1.1	7	-2	5	14	-1	-2	-7	5

Shown with values under each structure: 8 of the compounds above
Sequence of screens – S1P4 ag	RBBP9 inh	Runt-CBFb FRET	NPY-Y1 antag	NPY-Y1 PAM-ag	BaF3 tox	Ba/F3 V617F tox	S1P4 antagonist	NPY-Y2 PAM-ag
- O=C(Cc1ccccc1)NCc1ccc(-n2cccc2)cc1
→ -0.9	-4	1	6	-10	5	8	-2	-14
- CCOc1cccc(NC(=O)c2ccc(S(=O)(=O)N(C)C)cc2)c1
→ 1.2	0	-1	-1	5	7	1	-13	8
- COC(=O)C(NC(=O)c1ccc(Cl)cc1)(Nc1nc(C)cs1)C(F)(F)F (configuration not stated)
→ -1.2	-2	2	1	-27	7	2	-2	-18
- Cc1ccn2cc(CCNS(=O)(=O)c3ccc(F)c(C(F)(F)F)c3)nc2c1
→ -1.2	3	-1	1	0	0	3	-12	-1
- CCOC(=O)c1c(C)sc(Sc2ccc(Cl)cc2[N+](=O)[O-])c1OC
→ 1.8	-2	0	7	-54	1	0	-3	-13
- Cc1oc(S(=O)(=O)N2CCOCC2)cc1C(=O)Nc1ccc(Cl)cc1
→ 1.3	-8	-2	/	14	0	1	-4	-4
- Cc1ccc(C(=O)Nc2cccc3ncccc23)cc1[N+](=O)[O-]
→ -0.9	-4	-1	3	6	7	3	5	-12
- Cc1cccc(NC(=O)C2=C(O)c3ccccc3N(C)S2(=O)=O)c1
→ -1.1	7	-2	5	14	-1	-2	-7	5

Later entries.
SMILES	S1P4 ag	RBBP9 inh	Runt-CBFb FRET	NPY-Y1 antag	NPY-Y1 PAM-ag	BaF3 tox	Ba/F3 V617F tox	S1P4 antagonist	NPY-Y2 PAM-ag
O=C(Nc1ccc2c(c1)OCCO2)c1ccc2nccnc2c1	1.4	-6	0	1	18	3	-3	2	-3
COc1ccc(CCNC(=O)CSc2nnc3ccccn23)cc1	2.0	-6	2	-1	-7	7	0	-20	8
O=c1[nH]cnc2cc(Cl)ccc12	1.9	-7	0	-2	-3	6	3	4	-1
NS(=O)(=O)c1ccc(NC(=O)COC(=O)C2CCCCC2)cc1	1.2	7	0	-2	11	3	-3	1	-6
CCOc1ccc(S(=O)(=O)NCCC(=O)OCC(=O)Nc2cc(C)on2)cc1	-1.6	-1	4	/	-5	-1	-5	9	-22
CCCn1cc(SCC(=O)NCc2ccco2)c2ccccc21	-0.6	-2	1	1	15	1	-6	-17	6
Cc1ccc(C)c(NC(=O)COC(=O)CCC(=O)c2cccs2)c1	1.4	-4	-1	1	-13	4	-2	0	12
O=C(Nc1nnc(SCc2ccc(F)cc2)s1)c1cnccn1	0.8	-10	3	9	-11	2	4	-18	-2
O=C(NCC1CCCO1)Nc1ccccc1 (configuration not stated)	2.0	-8	0	-1	13	8	-3	13	1
NS(=O)(=O)c1ccc(CNC(=O)/C=C/c2ccccc2[N+](=O)[O-])cc1	0.5	-2	0	-3	-17	13	6	-13	0
CCNC(=O)/C(=C/c1ccco1)NC(=O)/C=C/c1ccccc1	-2.1	-11	0	-1	-1	6	5	-1	-15
COc1ccc2c(=O)c3c(=O)n(-c4ccccc4)c(-c4ccc(C)cc4)nc3oc2c1	-0.1	0	-2	/	-16	2	-4	-5	-9
